High-throughput results as filed in PubChem BioAssay.
IAP activation – activators of mouse IAP, confirmation, biochemical, luminescence, single concentration (AID 434970) | 11,000 tested, 2.9% active | purified mouse IAP, CDP-Star luminescence, 30 min; stronger effect = lower value | activity change, negative = activation, % at 10 µM | intestinal alkaline phosphatase [Mus musculus]; in the data active = activity change below about -85%;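 note: percent relative to enzyme plus DMSO wells and wells without enzyme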
IAP activation Fold change – second read-out of IAP activation, no call of its own (marks repeat the call); activation factor; measured here: IAP activation factor; stronger effect = higher value;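 fold luminescence change scaled to plate control wells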
* hit, by the source's call. A portion of the library; the hit share may differ from the screen's.

SMILES | IAP activation | IAP activation Fold change
Cc1cccc(C2N(c3nccs3)C(=O)C3CCCN32)c1 (configuration not stated) | 4 | 0.96
COc1ccc2c(c1)CC/C(=C\c1ccc(OC)c(Cn3nc(C)cc3C)c1)C2=O | -1 | 1
CCCCCCCCC#Cc1nc(C)ccc1OC | 11 | 0.89
CCOc1ccccc1OCCOCCN1CC(C)OC(C)C1 (configuration not stated) | -5 | 1.1
O=C(CN1CCN(c2ccc(F)cc2)CC1)Nc1nnc(-c2ccccc2)s1 | 1 | 0.99
CCN(CC)S(=O)(=O)c1cccc(C(=O)Nc2ccccc2)c1 | 0 | 1
O=C(CN1CCOCC1)Nc1ccccc1-c1ccccc1 | 5 | 0.95
COc1ccc(CNC(=O)C[C@H]2C[C@H](C(=O)N3CCOCC3)[C@@]3(C)c4[nH]c5ccc(Cl)cc5c4CCN3C2=O)cc1OC | -9 | 1.1
CCCCCn1c(CNC(C)=O)nc2ccccc21 | 2 | 0.98
CCn1nnnc1SCC(=O)Nc1cc(C)on1 | 3 | 0.97
CCOC(=O)C1=C(C)N=c2s/c(=C/c3cccc([N+](=O)[O-])c3O)c(=O)n2C1c1ccc(OC)cc1OC (configuration not stated) | 44 | 0.56
N#CC1=C(N)Oc2n[nH]c(-c3ccccc3)c2C12C(=O)Nc1ccccc12 (configuration not stated) | -2 | 1
Cc1cccc(Nc2nc(N)nc(CN3CCN(c4ccc(F)cc4)CC3)n2)c1 | 6 | 0.94
O=C(OCc1nc2scc(-c3ccccc3)c2c(=O)[nH]1)c1cc([N+](=O)[O-])ccc1Cl | -21 | 1.2
CCC1=C/C(=C/N(C)c2ccccc2)C(=O)S1 | 19 | 0.81
CCOC(=O)C1(C)Oc2ccccc2C(C(=O)OC)=C1C(=O)OC (configuration not stated) | 6 | 0.94
O=C(Nc1ccc(Cc2ccc(NC(=O)C3CC3)c(O)c2)cc1O)C1CC1 | -4 | 1
O=C1CCCc2nc(N3CCN(C(c4ccccc4)c4ccccc4)CC3)ncc21 | -1 | 1
CCCn1c(SCC(=O)N2CCN(S(=O)(=O)c3ccc(Cl)cc3)CC2)n[nH]c1=O | -11 | 1.1
CCOC(=O)C1=CN(Cc2ccco2)S(=O)(=O)N(C)C1CC (configuration not stated) | 7 | 0.93

4 records drawn at random from the list so far:
SMILES | IAP activation | IAP activation Fold change
O=C(CN1CCN(c2ccc(F)cc2)CC1)Nc1nnc(-c2ccccc2)s1 | 1 | 0.99
CCCn1c(SCC(=O)N2CCN(S(=O)(=O)c3ccc(Cl)cc3)CC2)n[nH]c1=O | -11 | 1.1
Cc1cccc(Nc2nc(N)nc(CN3CCN(c4ccc(F)cc4)CC3)n2)c1 | 6 | 0.94
COc1ccc2c(c1)CC/C(=C\c1ccc(OC)c(Cn3nc(C)cc3C)c1)C2=O | -1 | 1

Sorted by the number under IAP activation Fold change (descending): four of the compounds above
SMILES	IAP activation Fold change
CCOc1ccccc1OCCOCCN1CC(C)OC(C)C1 (configuration not stated)	1.1
N#CC1=C(N)Oc2n[nH]c(-c3ccccc3)c2C12C(=O)Nc1ccccc12 (configuration not stated)	1
CCOC(=O)C1(C)Oc2ccccc2C(C(=O)OC)=C1C(=O)OC (configuration not stated)	0.94
CCOC(=O)C1=C(C)N=c2s/c(=C/c3cccc([N+](=O)[O-])c3O)c(=O)n2C1c1ccc(OC)cc1OC (configuration not stated)	0.56

Going on with the list:
SMILES | IAP activation | IAP activation Fold change
CCSc1nnc(NC(=O)c2cccnc2Cl)s1 | -16 | 1.2
Cc1ccc(C(=O)NC(CCc2ccccc2)C(=O)O)cc1 (configuration not stated) | -7 | 1.1
CCOC(=O)CSc1cc(=O)n(CC)c2ccccc12 | 1 | 0.99
Nc1cc(N)nc(SCC(=O)N2CCCCC2)n1 | 7 | 0.93
CC(=O)N1CCOc2ccc(S(=O)(=O)NC[C@H]3O[C@@H](n4cnc5c(N)ncnc54)[C@H](O)[C@@H]3O)cc21 | 6 | 0.94
CN(C)C(=O)CCc1ccc2c3c([nH]c2c1)[C@]1(CCc2ccccc2)[C@@H](C(=O)N2CCCCC2)C[C@H](CC(=O)NCc2ccco2)C(=O)N1CC3 | -13 | 1.1
N#C/C(=C1/CCCCCN1)c1nc2ccccc2[nH]1 | -8 | 1.1
O=C(O)CCC1c2cc3c4cc2OC2Oc5cc6c(cc51)C(CCC(=O)O)c1cc5c7cc1OC(O6)c1cc6cc(c1)Oc1cc(cc(C(=O)O)c1)Oc1cc8cc(c1)C(Oc1cc(c(cc1C5CCC(=O)O)C3CCC(=O)O)OC(O4)c1cc(cc(c1)Oc1cc(cc(C(=O)O)c1)O8)Oc1cc(cc(C(=O)O)c1)Oc1cc(cc2c1)Oc1cc(cc(C(=O)O)c1)O6)O7 (configuration not stated) | 21 | 0.79
COc1ccc(-c2cc(C(F)(F)F)n3nc(C(=O)NCc4ccco4)c(Cl)c3n2)cc1 | 20 | 0.8
NC(=O)c1ccsc1NC(=O)c1nc(-c2ccccc2)n(-c2ccccc2)n1 | 10 | 0.9
Cc1cccc(CCNC(=O)C2CCN(S(=O)(=O)c3c(C)nn(C)c3C)CC2)c1 | 2 | 0.98
O=C(O)c1cnc(-c2ccccc2)nc1Sc1ccccc1 | 6 | 0.94
CCOC(=O)c1sc2nc(N3CCOCC3)c3c(c2c1N)CCC3 | 4 | 0.96
O=C1CN(C(=O)COC(=O)C2=COCCO2)c2ccccc2N1 | 3 | 0.97
Cc1cc(-c2ccccc2)nc(N2CCC(C(=O)NC34CC5CC(CC(C5)C3)C4)CC2)n1 | -4 | 1
COc1ccc2c(=O)c(-c3ccc(C)cc3)c(-c3ccccc3)oc2c1 | 8 | 0.92
Cc1nc2ccccc2n1CCc1nc2c3ccccc3nc(SCC(=O)NCc3ccco3)n2n1 | 4 | 0.96
CCOC(=O)c1cc(C#N)c(SCc2ccc(C#N)cc2)nc1C | 6 | 0.94
O=C1CN(S(=O)(=O)c2ccccc2)CC(=O)N1CCc1ccccc1 | 4 | 0.96
COc1ccc(-n2c(SCc3nnc(-c4ccccc4)o3)nnc2-c2ccccc2)cc1 | -3 | 1
O=S1(=O)c2ccc(Br)cc2N2CCC[C@@H]2CN1Cc1ccccc1 | 0 | 1
Nc1ccccc1NC(=O)c1ccccc1 | -9 | 1.1
C/C(=C\C(=O)N1CCc2ccccc21)C(=O)O | -5 | 1.1
C#CCN1C=C(C(=O)OCC)C(C)NS1(=O)=O (configuration not stated) | 4 | 0.96
Fc1cc(NC(=S)NCc2ccc(CNC(=S)Nc3ccc(Cl)c(F)c3)cc2)ccc1Cl | -44 | 1.4
CN1CCN(C2=C(Cl)C(=O)N(c3ccc(Cl)c(Cl)c3)C2=O)CC1 | 5 | 0.95
CN1CCCN(C(=O)c2cc(=O)[nH]c3ccccc23)c2nc3ccccc3nc21 | 6 | 0.94
O=C(Nc1ncc(Cc2cc(Cl)ccc2Cl)s1)c1ccc([N+](=O)[O-])cc1 | 17 | 0.83
COc1ccc(S(=O)(=O)N(c2onc(C)c2Cl)S(=O)(=O)c2ccc(OC)cc2)cc1 | 0 | 1
CC(=O)Nc1ccc(S(=O)(=O)Nc2nc3ccccc3s2)cc1 | -7 | 1.1
CC(=O)Nc1ccc(SCC(=O)OCC(=O)NC(=O)NCc2ccco2)cc1 | 11 | 0.89
CCOc1ccc2nnc(-c3ccc(Br)cc3)n2n1 | -2 | 1
COc1ccccc1[C@H]1C(c2ccc(F)cc2)=NN(c2ccccc2)[C@@H]1CO | -49 | 1.5
Cc1csc(-c2cnn(-c3ccccc3)c2NC(=O)c2ccccc2)n1 | -7 | 1.1
CC(C)CC(=O)NC(=S)Nc1ccccn1 | 7 | 0.93
CCOC(=O)c1c(C)[nH]c(C(=O)OCC(=O)N2CCN(S(=O)(=O)c3ccccc3)CC2)c1C | -65 | 1.6
CC1(C(=O)NC2CCCC2)CCC(=O)N1Cc1ccccc1Cl (configuration not stated) | -8 | 1.1
CCOC(=O)Cc1csc(NC(=O)c2ccc3c(c2)OCO3)n1 | -2 | 1
Cc1sc2nc(SCC(=O)c3cc(C)n(CC4CCCO4)c3C)n(C(C)C)c(=O)c2c1C (configuration not stated) | 9 | 0.91
COc1ccc(-c2noc(CCC(=O)N3CCN(c4ccccc4OC)CC3)n2)cc1 | -2 | 1

3 structures out of the list, arranged by formula weight, rising:
SMILES | IAP activation | IAP activation Fold change
CC(C)CC(=O)NC(=S)Nc1ccccn1 | 7 | 0.93
COc1ccccc1[C@H]1C(c2ccc(F)cc2)=NN(c2ccccc2)[C@@H]1CO | -49 | 1.5
COc1ccc(-c2noc(CCC(=O)N3CCN(c4ccccc4OC)CC3)n2)cc1 | -2 | 1

(list continues)
SMILES | IAP activation | IAP activation Fold change
CCCc1cc(NCC2CCCO2)n2c(nc3ccccc32)c1C#N (configuration not stated) | -20 | 1.2
C/C(=N\NC(=O)c1nn(C)cc1Br)c1cccc(NC(=O)C2CCCC2)c1 | -3 | 1
CCc1ccc(-c2nc(CN3CCC(C(=O)NCCN(CC)c4ccccc4)CC3)c(C)o2)cc1 | -35 | 1.4
O=S(=O)(c1ccc(Cl)cc1)N1CCCC1c1nc(-c2ccc(Cl)cc2)no1 (configuration not stated) | 2 | 0.98
Nc1ncnc2c1ncn2[C@@H]1O[C@H](CNC(=O)[C@@H](N)Cc2ccc(C(F)(F)F)cc2)[C@@H](O)[C@H]1O | -10 | 1.1
CC(=O)N=C(N)Sc1nc2ccccc2[nH]1 | -7 | 1.1
CC(C)(C)n1nnnc1C(c1ccc(F)cc1)N(Cc1ccc(F)cc1)Cc1ccco1 (configuration not stated) | -6 | 1.1
COc1cc2cnc(-c3ccccc3)c(C(=O)c3ccc(OCc4ccccc4)cc3)c2cc1OC | -2 | 1
CC1(C)N=C(SCC(=O)Nc2ccccc2)C(c2ccc(Cl)cc2)=N1 | 6 | 0.94
C[C@H](CO)N1C[C@H](C)[C@@H](CN(C)S(=O)(=O)c2ccccc2)Oc2ccc(NC(=O)NC3CCCCC3)cc2C1=O | -179* | 2.8*
Cc1cc(C(=O)CSc2nnnn2-c2ccc(O)cc2)c(C)n1Cc1ccc2c(c1)OCO2 | 10 | 0.9
CCC(=O)N1CCc2cc(Br)cc(S(=O)(=O)NCC3CCCO3)c21 (configuration not stated) | -6 | 1.1
N#C/C(=C1\C(=O)Nc2c(Cl)cc(Cl)cc21)c1nnc2n1CCCCC2 | 7 | 0.93
Cc1cc(C)c(NC(=S)NC(NC(=O)c2ccccc2)C(Cl)(Cl)Cl)c(C)c1 (configuration not stated) | -28 | 1.3
CCOC(=O)C1(Cc2ccc(O)cc2)NC(c2ccco2)C2C(=O)N(c3ccccc3F)C(=O)C21 (configuration not stated) | 9 | 0.91
O=C(Nc1ccc2c(c1)CCC2)c1cccc(S(=O)(=O)N2CCN(c3ccccc3)CC2)c1 | 5 | 0.95
O=C(CN1C(=O)/C(=C\c2ccco2)SC1=S)Nc1ccc(O)cc1C(=O)O | 81 | 0.19
COc1ccc(C(c2nnnn2Cc2cccs2)N2CCN(c3ccc(F)cc3)CC2)cc1OC (configuration not stated) | 2 | 0.98
CCc1ccccc1NC(=O)C1CC(c2ccc(F)cc2)=NO1 (configuration not stated) | -1 | 1
Cc1cc(NC(=O)CN2C(=O)C3CC=CCC3C2=O)no1 (configuration not stated) | 7 | 0.93
Fc1ccc2nc3[nH]c4ccccc4c3nc2c1 | 15 | 0.85
O=C(CCCN1C(=O)c2cccc3cccc(c23)C1=O)N1CCN(Cc2ccc3c(c2)OCO3)CC1 | 5 | 0.95
CCCc1[nH]nc2c1C1(CCOC1C)C(C#N)=C(N)O2 (configuration not stated) | -14 | 1.1
CC(C)CCNC(=O)COc1ccc2c(c1)C(=O)CC(C)(C)O2 | 0 | 1
COCCOC(=O)c1c(C)oc2ccc(OC(=O)c3c(OC)cccc3OC)cc12 | 10 | 0.9
CN(C(=O)OC(C)(C)C)[C@H](Cc1ccccc1)C(=O)N[C@H]1CCCCNC1=O | 7 | 0.93
COC(=O)Cn1cc(C(=O)c2ccco2)c2ccccc21 | -5 | 1.1
COC(=O)Cc1[nH]nc2c1C(c1c[nH]c3ccccc13)C(C#N)=C(N)O2 (configuration not stated) | 8 | 0.92
Cn1c(/C=N/Nc2nc3ccccc3[nH]2)nc2ccccc21 | 34 | 0.66
CC(=O)N1CCN(c2ccc(NCc3ccc(C(C)C)cc3)cc2)CC1 | -7 | 1.1
Cc1sc(-n2c(C)cc(/C=C3\SC(=S)NC3=O)c2C)c(C#N)c1C | 64 | 0.36
CC[C@]1(C(=O)OC)[C@H]2C(=O)N(C)C(=O)[C@H]2[C@H]2CN=C(SCc3ccc(C#N)cc3)N21 | -7 | 1.1
CC(=O)N1CCc2cc(S(=O)(=O)NCCC(=O)NCCc3ccccc3)ccc21 | 3 | 0.97
Cc1cc(C)cc(CC2CC(=O)N(c3nc(C)cc(C)n3)C2=O)c1 (configuration not stated) | 0 | 1
CCCc1nnc(SCc2ccc(OC)cc2)n1N | 3 | 0.97
Cc1onc(-c2ccccc2)c1C(=O)Nc1cccc(OC(C)C)c1 | 1 | 0.99
Cc1cc(C)n(-c2cc(N3CCN(C(=O)c4cccc(F)c4)CC3)ccc2[N+](=O)[O-])n1 | -1 | 1
Cc1nc2scc(-c3ccccc3)c2c(=O)o1 | 2 | 0.98
NC1=NC2(CCCCC2)N(c2ccc(F)cc2)C(N)=N1 | 5 | 0.95
O=C(CCCN1C(=O)/C(=C\c2ccco2)SC1=S)Nc1cccc2ccccc12 | 49 | 0.51
C[C@H](CO)N1C[C@H](C)[C@H](CN(C)Cc2ccccc2)Oc2ccc(NC(=O)Nc3ccc(F)cc3)cc2C1=O | -54 | 1.5
CC1CN(C(=O)CCn2c(=O)oc3ccccc32)CC(C)O1 (configuration not stated) | 3 | 0.97
CC(Cc1ccc(O)c(O)c1)C(C)Cc1ccc(O)c(O)c1 (configuration not stated) | 51 | 0.49
CN1c2ccccc2C(O)=C(C(=S)Nc2ccc(Cl)cc2)S1(=O)=O | 1 | 0.99
COc1ccc(-c2nc3ccc(N4CCCC4)cc3c(=O)[nH]2)cc1OC | 4 | 0.96
COc1ccccc1C1C(C(C)=O)=C(C)N=c2s/c(=C\c3cc(OC)c(OC)c(OC)c3)c(=O)n21 (configuration not stated) | 16 | 0.84
O=C(NCCc1ccccc1)C1CCCN1C(=O)NCc1ccccc1 (configuration not stated) | 7 | 0.93
